Screens from PubChem.
MLL CXXC-DNA inh: MLL CXXC-DNA interaction inhibition; Q03164; MLL-CXXC / FITC-HOXA9 DNA fluorescence polarization; Potency, µM (top dose mostly 115 µM), for the others: at the top dose activity change, negative = inhibition, actives largely listed as inhibitors; hit rate 0.037% among 290,000; AID 2662; active means well fitted inhibition curve with a large enough effect in the polarisation, with a control signal flat, not every such curve was filed as active; inconclusive means small, poorly fitted or top-dose-only effect, or effect the other way, or a change in a side signal; inactive means no such curve, though single readings can be large or run the other way; the % refers to the polarisation; further: potency means the concentration at half of the fitted maximal effect
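Steps: dispense CXXC domain solution (7 uM) → pin compounds or unlabeled HOX-A9 DNA control → 5 min ambient → add FLSN-HOX-A9 solution (50 nM) → spin → 30 min ambient → fluorescence polarization. Tris pH 7.5/NaCl/DTT/BSA buffer.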
AT treatment: potential ataxia-telangiectasia treatment. […] A-T fibroblasts, KAP-1 phosphorylation AlphaLISA; neocarzinostatin DNA damage 30 min before lysis. Potency, µM (series often up to 57.5 µM), for inactives: at the highest dose activation, usual class: activators. hit rate 0.19% among 320,000; further: potency means the concentration at half of the fitted maximal effect; % of control where 0% means no effect; nearly all actives have a fitted effect of over 45% in size
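ATM-like activity read as KAP-1 phosphorylation via AlphaLISA donor/acceptor antibody pairs after lysis and 6 hr at 25C. Cells were ATM-null patient fibroblasts ([…], hTERT), dosed 60 min, then exposed to the DSB inducer NCS for 30 min.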
TSHR antag: blocks TSH signaling through the human TSH receptor. P16473. TSHR-expressing cells, TSH-stimulated cAMP HTRF, 2 h; active compounds read low. activity change, negative = inhibition, % at 11.5 µM. hit rate 0.2% among 330,000. AID 504810;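 active means activity change below a set negative limit, meaning inhibition stronger than a set level, cut at about -70% in these data; inconclusive means activity change between two set negative limits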; further: on the % scale 0 is the no-effect control and ±100 the full control effect
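Antagonism was scored as loss of TSH-driven cAMP in TSHR cells, stimulated with 4nM TSH (EC80) for 2 hours at 37 deg C and detected by homogeneous HTRF competition immunoassay.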
hERG WT inh: inhibitors of human wildtype KCNH2 potassium channel; hit rate 0.37% among 340,000; AID 720551; activity change, % at 1.84 µM; U2OS, BacMam KCNH2, thallium flux FluxOr; active compounds read low; Q12809;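 active means maximum activity change below -70%; inconclusive means maximum activity change between -70% and -50%; inactive means maximum activity change above -50%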; further: on the % scale 0 is the no-effect control and ±100 the full control effect
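U2OS cells transduced with wild-type KCNH2 virus are loaded with FluxOr dye for 45 min, and thallium flux is measured in kinetic reads before and after stimulation buffer. Rate constants are normalized to DMSO controls.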
Chronic BCR inh: inhibitors of chronic active B-cell receptor signaling | ABC-DLBCL IkBa-CBG/CBR reporter, luminescence ratio, 4 h | Potency, µM (highest dose often 46.1 µM), for inactives: top-dose ratio change, negative = lower green/red ratio, actives largely listed as inhibitors | hit rate 0.05% among 340,000 | AID 493014; active means well fitted inhibition curve with a large enough effect in the signal ratio, with a control signal flat, not every such curve was filed as active; inconclusive means small, poorly fitted or top-dose-only effect, or effect the other way, or a change in a side signal; the % refers to the signal ratio;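 further: potency means the concentration at half of the fitted maximal effect; plate controls were basal doxycycline-induced cells for no effect and cells given 10 µM MG132 for full effect; MG132 reads +100%, hits lower the ratio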
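Cell line TMD8 (human ABC DLBCL), stably expressing tet-inducible CBG68-IkBa fusion and CBR; IMDM/0.5% FBS; cpd up to 46 uM; dox induction, 4 h, 37C/5% CO2; dual luminescence; green/red ratio; MG132 control.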
Giardia kill: Giardia lamblia killing; Giardia lamblia trophozoite viability; activity change, % at 7.66 µM, hits read low; hit rate 0.15% among 340,000; AID 540267; in the data active means activity change below about -80%; inconclusive means between about -30% and that limit;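 further: parasites exposed to compound for two days anaerobically before the ATP read; on the % scale 0 is the no-effect control and ±100 the full control effect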
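Luminescent ATP signal served as the viability read-out, measured 15-30 min after adding ATP detection reagent to trophozoites that had been incubated with compounds for 48 hrs at 37 deg C anaerobically at 100 cells/well.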
TCR activator: activators of T cell receptors; AID 504894; 330,000 tested, under 10 active; primary human leukocytes, anti-CD3, IL-2 HTRF, 48 h; Potency, µM (series often up to 9.22 µM), for inactives: top-dose activation of IL-2 secretion, actives largely listed as activators; further: % of control where 0% means no effect
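Primary human leukocytes receive a-CD3 beads and test compound and are incubated 48 hr. Secreted IL-2 is then assayed by HTRF, measuring 665nm acceptor emission after 320nm excitation of the europium donor.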
GALK inh: blocks human galactokinase activity | Purified GALK, Kinase-Glo residual ATP luminescence | Potency, µM (titrated, usually from 57.5 µM), inactives show at the top dose activity change, negative = inhibition, usual class: inhibitors | hit rate 0.007% among 270,000; further: potency means the concentration at half of the fitted maximal effect; on the % scale 0 is the no-effect control and ±100 the full control effect
Target sequence (P51570 whole entry, looked up): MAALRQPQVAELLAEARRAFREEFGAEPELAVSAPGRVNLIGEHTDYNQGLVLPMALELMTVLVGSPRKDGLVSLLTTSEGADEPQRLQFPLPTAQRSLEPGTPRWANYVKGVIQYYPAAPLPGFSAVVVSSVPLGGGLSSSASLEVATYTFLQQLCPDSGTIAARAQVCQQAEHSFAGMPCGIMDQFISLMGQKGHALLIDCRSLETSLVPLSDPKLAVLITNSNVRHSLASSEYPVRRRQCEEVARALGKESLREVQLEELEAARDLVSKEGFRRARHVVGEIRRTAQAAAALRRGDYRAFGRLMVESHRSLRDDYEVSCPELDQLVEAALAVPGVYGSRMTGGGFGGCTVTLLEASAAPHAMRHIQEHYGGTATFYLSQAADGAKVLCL
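Human GALK (5 nM) with 35 uM ATP and 100 uM galactose in 20 mM HEPES pH 8.0, 5 mM MgCl2, 60 mM NaCl, 1 mM DTT, 0.01% BSA. After 1 h at room temperature, leftover ATP was read by Kinase-Glo Plus luminescence.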
Tb PFK block: inhibitors of T. brucei phosphofructokinase; T. brucei PFK, ADP-Glo luminescence; Potency, µM (series often up to 57.5 µM), without a hit: at the top dose activity, negative = inhibition, hits mostly inhibitors; AID 485367; hit rate 0.17% among 330,000; O15648;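 further: potency means the concentration at half of the fitted maximal effect; 0% = uninhibited 1x PFK enzyme wells and -100% = no-enzyme wells; nearly all actives have a fitted effect of over 60% in size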
Target sequence (O15648 whole entry, looked up): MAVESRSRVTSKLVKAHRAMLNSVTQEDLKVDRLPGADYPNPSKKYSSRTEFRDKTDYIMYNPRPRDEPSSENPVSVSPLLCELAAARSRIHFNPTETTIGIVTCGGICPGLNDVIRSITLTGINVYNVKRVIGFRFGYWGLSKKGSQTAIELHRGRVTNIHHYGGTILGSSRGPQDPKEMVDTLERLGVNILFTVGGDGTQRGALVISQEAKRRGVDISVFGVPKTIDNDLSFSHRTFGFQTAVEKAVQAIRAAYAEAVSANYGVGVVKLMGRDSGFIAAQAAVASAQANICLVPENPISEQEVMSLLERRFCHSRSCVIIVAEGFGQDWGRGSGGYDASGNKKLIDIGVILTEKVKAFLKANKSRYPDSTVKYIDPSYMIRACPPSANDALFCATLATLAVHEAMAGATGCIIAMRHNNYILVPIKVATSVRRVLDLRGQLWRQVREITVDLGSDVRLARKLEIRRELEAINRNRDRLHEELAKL
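In TEA buffer at pH 8.0 with 5 mM MgCl2, enzyme (1.25 nM) converted F6P (0.5 mM) and ATP (0.1 mM) for 45 min at room temperature. ADP product was read by luciferase luminescence.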
Coupling enz: counter-screen for Giardia aldolase inhibitors: coupling enzyme system; activity change, negative = inhibition, % at 58.2 µM, hits read low; coupling enzyme system counterscreen, AmpLite Red fluorescence; AID 2472; hit rate 0.67% among 290,000; in the data active means activity change below about -30%; further: on the % scale 0 is the no-effect control and ±100 the full control effect
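Activity here indicates interference with the coupling reaction, not aldolase inhibition. Compounds at 57.5 uM final met coupling enzymes for 10 min at RT; substrate and AmpLite Red detection followed, with a 525/598 nm fluorescence read after 20 min.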
An asterisk follows results filed as active; u = inconclusive; x = not tested or not shown; [ ] = dose if it differs, or a comment. Unless noted, the call rests on the fitted dose curve; in most records, active means well fitted curve in the direction sought with a large enough effect; inconclusive means small, poorly fitted or top-dose-only effect, or another doubt; inactive means no such curve, though single readings can be large; an effect the other way counts as inactive or inconclusive.

(1) O=C(c1ccc([N+](=O)[O-])cc1[N+](=O)[O-])N1CCN(C(=O)C2CCCO2)CC1 (stereo not drawn)
(2) Fc1ccc(Nc2nnns2)cc1
(3) CCOc1ccc2nc(NC(=O)CSc3nc4c(c(=O)n(C)c(=O)n4C)n3C(C)C)sc2c1
(4) COc1cccc(NC(=O)N2CCCC2C(=O)NC2CCCC2)c1 (stereo not drawn)
(5) CC/C(O)=C1\C(=O)CC(c2ccccc2)CC1=NCCC(=O)O (stereo not drawn)
(6) O=C(CSc1nnc(CNC(=O)c2ccccc2F)o1)NCC1CCCO1 (stereo not drawn)
(7) CN(CC(=O)Nc1ccc(F)cc1)C(=O)c1cc([N+](=O)[O-])ccc1N1CCOCC1
(8) CCC(=O)NC(Nc1nc(C)cs1)(C(=O)OC)C(F)(F)F (stereo not drawn)

entry no.	1	2	3	4	5	6	7	8
MLL CXXC-DNA inh	x	2%	-7%	-5%	5%	11%	x	0%
AT treatment	2%	6%	-2%	3%	-3%	7%	x	12%
TSHR antag	-3	9	-14	-4	-3	23	35	1
hERG WT inh	-2	2	1	-11	9	-1	-5	-2
Chronic BCR inh	7%	3%	0%	4%	-4%	u	-18%	u
Giardia kill	11	6	10	-2	7	46[activator]	1	-2
TCR activator	-2%	-11%	-2%	5%	0%[46.1 µM]	-6%	-1%	-2%
GALK inh	x	0%	0%	-2%	-1%	0%	x	x
Tb PFK block	-9%	-8%	3%	0%	-9%	4%	-8%	-1%
Coupling enz	x	3	1	0	3	4	x	0

Three entries drawn at random from those above, as already listed:
(8) CCC(=O)NC(Nc1nc(C)cs1)(C(=O)OC)C(F)(F)F (stereo not drawn)
(2) Fc1ccc(Nc2nnns2)cc1
(4) COc1cccc(NC(=O)N2CCCC2C(=O)NC2CCCC2)c1 (stereo not drawn)

entry no.	8	2	4
MLL CXXC-DNA inh	0%	2%	-5%
AT treatment	12%	6%	3%
TSHR antag	1	9	-4
hERG WT inh	-2	2	-11
Chronic BCR inh	u	3%	4%
Giardia kill	-2	6	-2
TCR activator	-2%	-11%	5%
GALK inh	x	0%	-2%
Tb PFK block	-1%	-8%	0%
Coupling enz	0	3	0

(cont.)
(9) O=S(=O)(NCc1ccccn1)c1cccc2nsnc12
(10) Cc1ccc(C)c(NC(=O)NNC(=O)CCc2ccccc2)c1
(11) O=C(NCCc1ccncc1)Nc1ccccc1Cl
(12) COc1ccc([C@@H]2[C@@H]3C(=O)N(C(C)(C)C)C(=O)[C@@H]3[C@]3(Cc4ccccc4)C(=O)N(c4ccc(C)cc4)C(=O)N23)cc1
(13) Nc1c(N(Cc2ccco2)C(=O)COc2ccccc2Cl)c(=O)[nH]c(=O)n1Cc1ccccc1
(14) COc1ccc(-c2nc(CN3CCN(C(=O)c4ccco4)CC3)c(C)o2)cc1OC
(15) Cc1ccccc1C(=O)N/N=C/c1ccsc1C
(16) O=C(/C=C/c1ccc(OCCCF)cc1)NCc1cccc(Cl)c1

entry no.	9	10	11	12	13	14	15	16
MLL CXXC-DNA inh	-27%	1%	5%	x	x	10%	-5%	-3%
AT treatment	x	9%	-6%	4%	-4%	10%	-1%	2%
TSHR antag	-5	1	2	7	8	-37	4	9
hERG WT inh	-1	-6	-2	x	2	-1	7	-4
Chronic BCR inh	9%	2%	u	1%	-1%	2%	u	-1%
Giardia kill	11	1	-6	-6	-3	1	-6	-6
TCR activator	7%	-5%	-12%	-11%	x	-3%	1%[46.1 µM]	-3%
GALK inh	0%	-2%	-1%	x	x	-1%	x	-4%
Tb PFK block	-6%	u	0%	18%	4%	7%	-5%	u
Coupling enz	2	2	3	x	x	-6	4	0

(17) N#Cc1cc2c(ccc3ccccc32)oc1=O
(18) Cc1nc(NC(=O)CN2CCN(c3ccccc3F)CC2)sc1C(=O)N(C)C
(19) Cc1n[nH]c(=S)c2nn(-c3ccccc3)c(C)c12
(20) COc1ccccc1-c1cn(S(=O)(=O)c2ccc(C)cc2)nc1N
(21) N#CC(C(=S)Nc1ccccc1)c1nc2ccccc2[nH]1 (stereo not drawn)
(22) N#CC1=C(N)OC2=C(C(=O)CCC2)C1c1ccc2c(c1)OCO2 (stereo not drawn)
(23) Cc1ccccc1OCC(=O)OCC(=O)Nc1cc(S(=O)(=O)N2CCCCC2)ccc1Cl
(24) Cc1ccc(NC(=O)CC2SCCNC2=O)cc1Cl (stereo not drawn)

entry no.	17	18	19	20	21	22	23	24
MLL CXXC-DNA inh	7%	1%	0%	6%	-18%	5%	x	6%
AT treatment	6%	-1%	11%	6%	-28%	-5%	5%	-6%
TSHR antag	7	8	-3	-4	1	-5	5	-2
hERG WT inh	-2	4	x	5	3	-6	-3	-5
Chronic BCR inh	6%	4%	-7%	-9%	u	0%	-8%	u
Giardia kill	1	48[activator]	x	-4	6	-1	0	2
TCR activator	1%	2%	x	-3%	3%	x	-5%	5%
GALK inh	3%	-5%	x	-1%	4%	3%	x	-5%
Tb PFK block	-4%	-4%	-1%	-3%	-16%	1%	-8%	24%
Coupling enz	-3	2	-1	-3	0	0	x	1

(25) CCOC(=O)c1ccc(N2C(=O)CC(C)(CC)CC2=O)cc1
(26) C=CCn1c(COc2ccccc2F)nnc1SCC(=O)Nc1cc2oc3ccccc3c2cc1OC
(27) COc1ccccc1CN1Cc2cccc3c2[C@@H](CC1=O)[C@H](O)[C@H](O)C3
(28) COc1cccc(-c2cc(C(=O)N3CCCCCC3)no2)c1
(29) NNC(=O)c1ccc(COCC(F)(F)C(F)F)cc1
(30) COC(=O)C1=C(O)/C(=C\c2ccc(OCC(=O)Nc3ccc(OC)cc3)cc2)N=C1C
(31) Cc1ccc(S(=O)(=O)N(C)C)cc1NC(=O)CN1C(=O)NC(Cc2ccccc2)C1=O (stereo not drawn)
(32) CC(=O)c1ccc(OCCCOc2cccc3cccnc23)cc1

entry no.	25	26	27	28	29	30	31	32
MLL CXXC-DNA inh	-3%	2%	x	-7%	4%	-3%	x	2%
AT treatment	-1%	1%	7%	0%	1%	3%	4%	-9%
TSHR antag	0	6	-18	2	-4	-7	-6	1
hERG WT inh	-1	0	3	1	3	1	6	6
Chronic BCR inh	4%	8%	u	u	0%	1%	0%	u
Giardia kill	-12	-2	3	-4	-2	-1	-17	-9
TCR activator	5%	-2%	-7%	-1%	0%	-1%	-5%	-4%
GALK inh	2%	9%	x	-1%	5%	-5%	x	4%
Tb PFK block	0%	0%	-2%	5%	-14%	0%	-6%	-1%
Coupling enz	0	-9	x	1	2	x	x	2

(33) COc1ccccc1CNC(=O)CN1C(=O)NC2(CCCCCC2)C1=O
(34) O=C(Nc1ccc2c(c1)OCO2)c1cccc(F)c1
(35) CCOc1ccc(C(=O)CCC(=O)NNC(=O)c2ccccc2O)cc1
(36) Cc1ccc2nc(-c3ccsc3)c(NC3CCCC3)n2c1
(37) O=C(NC1CCCCCC1)c1ccc(CS(=O)(=O)Cc2ccccc2F)o1
(38) Cc1cc(C(=O)NNC(=O)c2ccc(NC(=O)CC#N)cc2)c(C)o1
(39) CCCc1nnc(NC(=O)CCC(=O)N2CCN(S(=O)(=O)c3ccc(F)cc3)CC2)s1
(40) O=C1NC(c2ccccc2)CCO1 (stereo not drawn)

entry no.	33	34	35	36	37	38	39	40
MLL CXXC-DNA inh	x	-7%	x	-4%	8%	x	-6%	5%
AT treatment	19%	x	-15%	8%	7%	7%	12%	16%
TSHR antag	107	x	5	-13	-3	4	7	-2
hERG WT inh	-10	-10	-3	1	3	-9	-7	-15
Chronic BCR inh	-6%	x	6%	1%	-4%	0%	7%	u
Giardia kill	-19	-22	10	-3	0	-2	-3	3
TCR activator	9%	-7%	0%	-14%	7%	x	3%	1%
GALK inh	x	1%	x	-1%	-1%	x	4%	x
Tb PFK block	2%	x	2%	-7%	2%	-5%	-2%	-4%
Coupling enz	x	0	x	0	x	x	2	1

(41) COc1ccc(OC)c(-c2cc(C3CCN(c4cc(Cl)nc(N)n4)CC3)[nH]n2)c1
(42) O=C(NCc1ccccc1)c1ccc(CS(=O)(=O)Cc2ccccc2F)o1
(43) C=CCn1c(-c2ccc(N)cc2)nc2ccccc21
(44) CCCN1C(=O)c2cc(C(=O)O)ccc2C1O (stereo not drawn)
(45) Cc1cc(C)cc(NC(=O)C2C3C=CC4(O3)C2C(=O)N(CCN2CCCCC2)C4C(=O)NC2CCCCC2)c1 (stereo not drawn)

entry no.	41	42	43	44	45
MLL CXXC-DNA inh	20%	10%	-6%	0%	0%
AT treatment	-6%	1%	2%	7%	-1%
TSHR antag	-3	1	8	-4	0
hERG WT inh	3	2	5	8	19
Chronic BCR inh	u	-17%	1%	12%	2%
Giardia kill	14	-1	-21	0	0
TCR activator	-1%	-4%	10%	7%	-2%
GALK inh	0%	0%	3%	0%	-1%
Tb PFK block	0%	-1%	-6%	-24%	0%
Coupling enz	0	0	-2	4	2
